# Bioassay records: PubChem BioAssay, several laboratories
# Hck Nef HTS – blocks Nef-activated human Hck kinase. P08631. Recombinant Hck-YEEI plus Nef, Z-Lyte FRET kinase assay. inhibition, % at 20 µM. 220,000 compounds, 0.68% hits. AID 463187;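 active means Hck-Nef kinase inhibition above about 50%, limit read from the data; inactive means inhibition below that limit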;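 further: 0% = DMSO with Hck plus Nef and 100% = Hck alone without Nef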
# Runt-CBFb FRET – Runt domain-CBFb interaction inhibition. Q01196+Q13951. Cerulean-Runt/Venus-CBFb FRET ratio 530/480, 1 h. inhibition, % at 20 µM. 220,000 compounds, 0.46% hits;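 active means inhibition over about 50% at 20 µM in the single-dose screen, limit read from the data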;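 further: 0% = DMSO wells and 100% = excess unlabeled CBFb competitor control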
#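 Doses: 20 µM compound in 1% DMSO | Material: Cerulean-labeled Runt domain protein | Amount: Each fluorescent fusion protein 100 nM | Schedule: Two 1 h room-temperature incubations shielded from light | Measured by: FRET fluorescence | Evaluation: Loss of energy transfer signal | Controls: Unlabeled CBFb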
# Mdm2 ligase inh – blocks human Mdm2 ubiquitin ligase activity; Q00987; cell-based MDM2 ubiquitination luciferase reporter, 2 h; 0 = plate control, 100 = twice control, blank-subtracted; signal enhancement, % at 5 µM; 210,000 compounds, 0.11% hits;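 active means signal enhancement of 30% or more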;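 further: luminescence tracks abundance of the self-degrading MDM2-luciferase fusion protein; higher signal means inhibition of MDM2 E3 ligase activity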
#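 Test system: mammalian cells stably expressing self-ubiquitinating, self-degrading MDM2 E3–luciferase fusion; Amount: 2000 cells in each well; Medium: DMEM; Schedule: 4 h settle plus 2 h compound, 37 °C; Technique: SteadyLite luciferase luminescence after 15 min room-temperature reagent incubation; Benchmarks: plate control and blank wells.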
# TbHK1 inh – T. brucei hexokinase 1 inhibition; recombinant TbHK1, G6PDH-coupled NADH A340; inhibition, % at 10 µM; 220,000 compounds, 0.11% hits;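 active means inhibition of 50% or more in the single-dose primary screen; inactive means inhibition below 50%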
# zVAD death inh – blocks zVAD induced death of L929 cells; AID 1377; 220,000 compounds, 0.38% hits; L929 zVAD necroptosis rescue, ATP luminescence, 24 h; with zVAD 60 µM; viability rescue, % at 10 µM;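 active means activation, scaled between plate controls, above about 75%, limit read from the data; inactive means activation under that limit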;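 further: 0% = zVAD with DMSO and 100% = DMSO alone without zVAD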
# Runt-SMMHC FRET – Runt domain-CBFb-SMMHC interaction inhibition. Q01196+Q13951. Cerulean-Runt/Venus-CBFb-SMMHC FRET ratio 530/480, 1 h. inhibition, % at 20 µM. 220,000 compounds, 0.74% hits. AID 1434;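 active means mean inhibition across duplicate retests at 20 µM reaching about 50%, limit read from the data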;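 further: 0% = DMSO wells and 100% = wells with excess untagged CBFb-SMMHC; inhibitors lower the FRET ratio by blocking Runt binding to CBFb-SMMHC; some results filed as inactive read as strong as hits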
# NCF1 inh – p47phox (human) inhibition; p47phox/p22phox peptide binding, fluorescence polarization, 2 h; 220,000 compounds, 0.53% hits; inhibition, % at 24.7 µM; AID 1274;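 active means inhibition above about 30%, limit read from the data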;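 further: 0% = p47phox with labelled peptide and 100% = labelled peptide alone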
# Target sequence (P14598 whole entry, looked up): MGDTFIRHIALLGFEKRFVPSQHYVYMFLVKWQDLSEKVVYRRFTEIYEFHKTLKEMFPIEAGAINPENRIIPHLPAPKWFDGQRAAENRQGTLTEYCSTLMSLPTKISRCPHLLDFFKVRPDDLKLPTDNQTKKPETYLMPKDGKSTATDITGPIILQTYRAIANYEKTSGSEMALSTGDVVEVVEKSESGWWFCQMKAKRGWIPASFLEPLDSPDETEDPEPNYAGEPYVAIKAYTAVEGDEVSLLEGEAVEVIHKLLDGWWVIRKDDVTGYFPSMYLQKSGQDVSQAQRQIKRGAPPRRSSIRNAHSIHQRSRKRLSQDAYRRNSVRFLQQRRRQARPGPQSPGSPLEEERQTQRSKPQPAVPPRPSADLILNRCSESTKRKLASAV
# EBV gp42 block – inhibitors of Epstein-Barr virus glycoprotein 42 | Fluorescence polarization binding assay, mP read-out | inhibition, % (tested at 21.74 µM) | 220,000 compounds, 0.42% hits; in the data active means inhibition above about 50%
# Target sequence (Q1HVG2 whole entry, looked up): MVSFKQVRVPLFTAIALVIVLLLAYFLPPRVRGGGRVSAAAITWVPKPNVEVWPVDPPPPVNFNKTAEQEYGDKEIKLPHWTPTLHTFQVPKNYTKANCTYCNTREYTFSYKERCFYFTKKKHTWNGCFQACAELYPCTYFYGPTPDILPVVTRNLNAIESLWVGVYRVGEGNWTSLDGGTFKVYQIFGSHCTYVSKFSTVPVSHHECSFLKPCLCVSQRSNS
# 14-3-3 Bad PPI – disrupts binding of bovine 14-3-3 zeta to phospho-Bad peptide; TR-FRET 14-3-3zeta/Dy647-pBad peptide displacement, 1 h; inhibition, % at 21.7 µM; P63103; 220,000 compounds, 0.71% hits;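 active means inhibition above about 70%, limit read from the data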;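 further: 0% = full 14-3-3 plus peptide FRET controls and 100% = background without 14-3-3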
# Target sequence (P63103 whole entry, looked up): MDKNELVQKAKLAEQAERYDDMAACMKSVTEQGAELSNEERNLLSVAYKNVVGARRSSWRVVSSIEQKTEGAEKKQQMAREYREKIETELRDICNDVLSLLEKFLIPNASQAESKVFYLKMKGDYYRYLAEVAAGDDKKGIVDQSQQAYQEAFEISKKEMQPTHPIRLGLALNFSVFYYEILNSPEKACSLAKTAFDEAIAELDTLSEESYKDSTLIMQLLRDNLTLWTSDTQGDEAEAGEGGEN
# Active calls of the source: *; · = not tested or not shown; [ ] = dose if it differs, or a comment.
SMILES,Hck Nef HTS,Runt-CBFb FRET,Mdm2 ligase inh,TbHK1 inh,zVAD death inh,Runt-SMMHC FRET,NCF1 inh,EBV gp42 block,14-3-3 Bad PPI
CC(Sc1nc2ccccc2[nH]1)C(=O)Nc1ccccc1F (configuration not stated),-2,1,-6,1,3.9,-1,-12,0,-1
C=CCn1c(SCC(=O)c2cc(C)n(Cc3cccs3)c2C)nnc1-c1ccncc1,-1,2,-9,-1,1.1,-2,-11,0,-9
CCCn1nc(C(=O)NCc2ccc3c(c2)OCO3)c2ccccc2c1=O,4,-3,-12,7,-0.1,-1,0,2,10
Fc1ccccc1N1CCN(c2nnnn2-c2ccccc2)CC1,23,0,-6,2,-0.5,2,11,-9,-7
Cc1cc(N2CC(C(=O)NCc3cccnc3)CC2=O)ccc1C(C)C (configuration not stated),16,4,·,-9,0.7,-6,-6,-20,4
NC(=S)N/N=C1\CC(n2nnnc2-c2ccccc2)C2COC1O2 (configuration not stated),15,0,·,-3,0.5,3,-14,-7,-3
C=CCNC(=S)NC(=O)c1oc2ccccc2c1C,16,-2,-5,7,1.0,-2,-1,-1,-5
CC1CN(/C=C/C(=O)C(F)(F)F)CC(C)O1 (configuration not stated),-1,-1,-10,-28,1.0,-6,-4,-2,-6
CCOc1ccccc1-n1nnnc1SCC(=O)OC,20,-1,-14,-1,2.2,0,17,-11,1
CCOC(=O)/C=C1\SCC(=O)N1CC(=O)NC1CCCCC1,0,-4,-18,-2,-0.1,1,5,-1,3
CC1CCN(c2ccc(C(=O)O)cc2N)CC1,2,-3,-20,27,1.0,-1,-7,5,-4[fluorescence artefact?]
CC(c1ccccc1)N(CCC(c1ccccc1)C1CCOC(C)(C)C1)C(=O)c1ccco1 (configuration not stated),2,-6,-5,-1,-0.2,-6,-7,14,-13[fluorescence artefact?]

# The final 2 compounds of the section above open the next one:
SMILES,Hck Nef HTS,Runt-CBFb FRET,Mdm2 ligase inh,TbHK1 inh,zVAD death inh,Runt-SMMHC FRET,NCF1 inh,EBV gp42 block,14-3-3 Bad PPI
CC1CCN(c2ccc(C(=O)O)cc2N)CC1,2,-3,-20,27,1.0,-1,-7,5,-4[fluorescence artefact?]
CC(c1ccccc1)N(CCC(c1ccccc1)C1CCOC(C)(C)C1)C(=O)c1ccco1 (configuration not stated),2,-6,-5,-1,-0.2,-6,-7,14,-13[fluorescence artefact?]
C/C(=C\C(=O)c1ccc(Cl)s1)N(C)C,-7,-1,-23,-18,0.6,-3,-11,-11,-10
O=C(Oc1ccccc1[N+](=O)[O-])c1cccnc1,0,2,-18,-3,0.3,1,-4,-28,-4
O=C(Nc1cccnc1Oc1ccc(Cl)cc1)c1cccc2ccccc12,-24,0,-16,-4,1.0,3,-27,-5,-3
Cc1ccc(-n2c(C)cc(C(=O)COc3cccnc3[N+](=O)[O-])c2C)cc1,0,20,·,0,0.4,10,-11,17,-9[fluorescence artefact?]
Cc1cc(C)cc(Oc2ncnc3c2ncn3Cc2c(Cl)cccc2Cl)c1,-2,0,-5,-5,0.7,-1,-7,-23,-3
NC(=O)c1ccc(NCC2COc3ccccc3O2)c([N+](=O)[O-])c1 (configuration not stated),24,0,3,5,13,0,1,-3,-2
CCNc1nc(NCC)n2c(SCc3nc4ccccc4c(=O)[nH]3)nnc2n1,12,-1,-8,-6,-0.6,2,4,0,-1[fluorescence artefact?]
COC(=O)C1(C(O)C(=O)c2ccc(C)cc2C)CCCCC1 (configuration not stated),-19,0,-3,1,0.6,5,5,-8,1
Cc1cccc(-c2noc(CN(C(C)C)S(=O)(=O)c3ccc(F)cc3)n2)c1,0,-1,-4,-2,0.3,0,-12,-7,5
Clc1cccc(-c2nnc(SCc3nc4ccccc4[nH]3)n2Cc2ccco2)c1,2,1,-24,9,1.2,9,-15,11,-6
Cc1c(C(=O)Nc2ccccc2Cl)oc2ccc(S(=O)(=O)N3CCC4(CC3)OCCO4)cc12,74*,-1,8,-15,0.7,3,-5,-17,0[fluorescence artefact?]
COCCN1C=C(C(=O)OC)C(c2ccccc2C(F)(F)F)C(C(=O)OC)=C1,65*,122*,0,-8,0.0,82*,-8,-17,1

# An excerpt from above in order of molecular weight, rising:
SMILES,Hck Nef HTS,Runt-CBFb FRET,Mdm2 ligase inh,TbHK1 inh,zVAD death inh,Runt-SMMHC FRET,NCF1 inh,EBV gp42 block,14-3-3 Bad PPI
COC(=O)C1(C(O)C(=O)c2ccc(C)cc2C)CCCCC1 (configuration not stated),-19,0,-3,1,0.6,5,5,-8,1
NC(=O)c1ccc(NCC2COc3ccccc3O2)c([N+](=O)[O-])c1 (configuration not stated),24,0,3,5,13,0,1,-3,-2
Clc1cccc(-c2nnc(SCc3nc4ccccc4[nH]3)n2Cc2ccco2)c1,2,1,-24,9,1.2,9,-15,11,-6

# The results go on:
SMILES,Hck Nef HTS,Runt-CBFb FRET,Mdm2 ligase inh,TbHK1 inh,zVAD death inh,Runt-SMMHC FRET,NCF1 inh,EBV gp42 block,14-3-3 Bad PPI
FC(F)(F)c1cc(C(F)(F)F)n2nc(-c3sccc3-n3cccc3)cc2n1,0,-4,-12,3,0.4,-4,1,-21,-6
O=C(CSc1nnc(COc2cccc3cccnc23)o1)N1CCCC1,16,1,-7,3,2.1,-2,-3,-12,-5
O=C(Nc1ccc(N2CCOCC2)cc1)c1ccc(S(=O)(=O)NCc2ccco2)cc1,-21,5,-4,-3,-0.4,-5,-6,0,-5
NNC(=O)c1ccc(Cn2cc(Br)cn2)o1,12,0,-17,0,0.3,-1,-4,3,-4
Cc1cc(=O)n2[nH]c(-c3ccsc3-n3c(C)ccc3C)cc2n1,30,24,·,-7,-0.4,-12,-19,26,17
CC(=O)c1c(C)[nH]c(C(=O)COC(=O)CCCOc2ccccc2)c1C,23,-1,-3,4,0.3,1,-4,-1,1
COc1ccc(CNC(=O)Cn2nc(Cc3cccnc3)c3ccccc3c2=O)cc1,1,1,-5,-6,0.5,2,-12,-13,3
COc1cc2c(cc1OC)C(C)N(C(=O)c1c(C)noc1C)CC2 (configuration not stated),11,0,-16,-6,0.6,1,-5,-14,-1
O=C(Nc1ccc(Oc2ccc(S(=O)(=O)N3CCOCC3)cn2)cc1)c1ccco1,3,·,-21,-2,-0.1,·,-6,-5,-8
CC(=O)c1cc(-c2ccccc2)n(CC(=O)N2CCC(C)CC2)c1C,-2,-3,-5,3,1.2,-1,1,1,-3
CCOC(=O)c1cc(-c2ccc(C)cc2)n(CCC(=O)NCCN(C)C)c1C,-1,-2,-15,7,2.9,-9,-10,-4,8
O=C(c1ccccc1NS(=O)(=O)c1ccc(F)cc1)N1CCCC1,-24,0,-1,2,0.6,4,-2,-6,-2

# Single records (already shown).
# COc1ccc(CNC(=O)Cn2nc(Cc3cccnc3)c3ccccc3c2=O)cc1 is entered as Hck Nef HTS: 1; Runt-CBFb FRET: 1; Mdm2 ligase inh: -5; TbHK1 inh: -6; zVAD death inh: 0.5; Runt-SMMHC FRET: 2; NCF1 inh: -12; EBV gp42 block: -13; 14-3-3 Bad PPI: 3
# O=C(Nc1ccc(Oc2ccc(S(=O)(=O)N3CCOCC3)cn2)cc1)c1ccco1 is entered as Hck Nef HTS: 3; Runt-CBFb FRET: ·; Mdm2 ligase inh: -21; TbHK1 inh: -2; zVAD death inh: -0.1; Runt-SMMHC FRET: ·; NCF1 inh: -6; EBV gp42 block: -5; 14-3-3 Bad PPI: -8
# CC(=O)c1c(C)[nH]c(C(=O)COC(=O)CCCOc2ccccc2)c1C is entered as Hck Nef HTS: 23; Runt-CBFb FRET: -1; Mdm2 ligase inh: -3; TbHK1 inh: 4; zVAD death inh: 0.3; Runt-SMMHC FRET: 1; NCF1 inh: -4; EBV gp42 block: -1; 14-3-3 Bad PPI: 1

# Later entries.
SMILES,Hck Nef HTS,Runt-CBFb FRET,Mdm2 ligase inh,TbHK1 inh,zVAD death inh,Runt-SMMHC FRET,NCF1 inh,EBV gp42 block,14-3-3 Bad PPI
COc1cccc(C2CC(=O)N3CN(c4ccccc4F)CSC3=C2C#N)c1 (configuration not stated),-1,15,-20,-20,1.5,34,-6,-3,-7
CC1=NN(C(C#N)c2cccc([N+](=O)[O-])c2)C(C)(C)C1 (configuration not stated),-4,0,-3,29,0.1,-1,-7,-27,-19
Cc1cc2occ(CC(=O)NC3CCCc4ccccc43)c2cc1C (configuration not stated),1,1,·,2,1.1,-5,-8,-10,-1[fluorescence artefact?]
OCCSc1ncnc2c1oc1ccccc12,2,-1,-13,0,1.9,-10,-11,-12,-3
Cc1cccc(NC(=O)CSc2nnc(-c3ccco3)c(-c3ccco3)n2)c1,46,18,1,-17,-1.3,17,-2,0,20
CCOc1ccc2[nH]cc(S(=O)(=O)c3ccc(F)cc3)c(=O)c2c1,1,-2,-30,-7,0.4,1,3,-11,4
Cn1c(Cn2cnc([N+](=O)[O-])n2)nnc1SCC(=O)Nc1ccccc1,2,1,·,-5,0.3,2,-13,-1,-1
COc1cc(C(=O)Nc2ccccc2C2COC(=O)C2=N)cc(OC)c1OC (configuration not stated),-2,-1,8,3,-0.3,2,-3,0,-4
COc1ccccc1N(Cc1cc(=O)[nH]c2ccccc12)C(=O)c1ccccc1,18,-2,-2,-18,0.2,-1,-8,-18,1
N#C/C(=N\Nc1cccc(C(F)(F)F)c1)C(=O)c1csc(-c2cccnc2)n1,22,3,-15,-24,1.5,-18,-11,0,5
O=C(CNc1cccc(Cl)c1)NNC(=S)NCc1ccccc1,12,3,-15,15,-0.8,1,-2,0,-13
O=C(c1cc2sccc2n1Cc1ccc(F)cc1)N1CCCc2ccccc21,4,0,·,0,-1.1,6,-23,-6,4
COc1ccccc1N(CC(=O)N/N=C/c1ccccc1C(=O)O)S(C)(=O)=O,-4,0,-4,-3,-0.7,0,-4,-2,-1
Cc1ccccc1OCCCCCNCCO,-7,1,-15,-7,-0.4,2,-2,-12,-3[fluorescence artefact?]
O=C(NCc1ccco1)c1cc(-c2ccco2)on1,2,0,4,-1,-0.8,5,-18,-25,-1
c1ccc(C(c2nnnn2Cc2ccco2)N2CCN(c3nc4ccccc4s3)CC2)cc1 (configuration not stated),-24,1,-14,-11,0.2,-2,4,-4,-9
Cc1nnc(SCc2cn3ccsc3n2)n(N)c1=O,2,-1,-5,2,-0.2,0,-23,-8,7
O=[N+]([O-])c1ccc(-n2nnnc2-c2ccccc2)cc1,20,0,-1,0,1.0,-2,-6,-8,-15
COc1cc(C2NC(=O)NC(O)(C(F)(F)F)C2C(=O)c2ccc(Cl)cc2)ccc1O (configuration not stated),0,-1,-2,-3,-0.5,-4,-22,-23,-2
